NR2E3 ag-1: NR2E3 (human) agonism; Q9Y5X4; 0.12% of 320,000 active; GST-NR2E3/biotin-RetCOR TR-FRET, 1536-well; inhibition of corepressor binding, % at 4.78 µM; AID 2300;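 active = percent inhibition above the cutoff of mean plus 3 SD of all tested compounds, set per screening campaign, cut at about 20% in these data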;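 note: 0% = DMSO wells and 100% = biotin wells as full block of FRET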
Target sequence (Q9Y5X4 whole entry, looked up): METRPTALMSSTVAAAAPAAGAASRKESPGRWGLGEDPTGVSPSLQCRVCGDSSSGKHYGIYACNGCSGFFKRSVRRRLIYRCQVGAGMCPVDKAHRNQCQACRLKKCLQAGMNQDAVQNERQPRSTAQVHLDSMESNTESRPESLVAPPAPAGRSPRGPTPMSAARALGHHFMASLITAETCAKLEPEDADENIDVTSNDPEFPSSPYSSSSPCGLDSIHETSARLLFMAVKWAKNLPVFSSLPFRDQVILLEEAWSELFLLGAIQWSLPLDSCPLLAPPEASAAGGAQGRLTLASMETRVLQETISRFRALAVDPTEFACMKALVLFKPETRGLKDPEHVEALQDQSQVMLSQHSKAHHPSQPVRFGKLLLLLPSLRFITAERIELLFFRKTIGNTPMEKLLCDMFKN
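System: GST-NR2E3 and biotin-RetCOR proteins; probe or stimulus: 7 nM biotin-RetCOR; doses: compound at 4.8 µM, single dose; schedule: Compound–protein incubation for 5 h at 4 °C; detection: time-resolved FRET; read-out: percent inhibition; controls: biotin wells as high control, 0.6% DMSO wells as low control; format: 1536-well plates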
hiPSC survival: enhancers of human iPSC single-cell survival. hiPSC single-cell survival, ATPlite luminescence; 100% = ROCK inhibitor wells, 0% = DMSO. survival enhancement, % at 20 µM. 0.044% of 360,000 active. AID 602274; in the data active = survival enhancement above about 18%;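 note: cells exposed to compounds for 16 hours before the ATP read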
Exocytosis inh: blocks lytic granule exocytosis; 0.66% of 360,000 active; AID 651702; inhibition, % at 10 µM; TALL-104 LAMP-1 surface exposure, flow cytometry; cells stimulated with thapsigargin and PMA;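 active = inhibition above about 55%, limit read from the data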
CaV13 ICDI inh: Primary screen for inhibitors of IQ motif and Ca2+-dependent inactivation inhibitor domain binding in CACNA1D, Förster resonance energy transfer in living cells, …; HEK cells, CFP/YFP FRET ICDI-IQ, plate reader, 10 min; percent FRET-ratio fall versus neutral wells; 0.098% of 340,000 active; inhibition, % at 12.3 µM;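 active = mean replicate inhibition of at least 30% and at least 1% of replicates passing that level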;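 note: 0% = median of the neutral control wells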
MITF TRPM1 inh: reduces MITF-dependent TRPM1 promoter luciferase signal. SK-MEL-5 TRPM1 promoter luciferase, 24 h. inhibition, % at 12.5 µM. 0.83% of 330,000 active. AID 488899;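 active = mean inhibition across replicates of 60% or more, whatever share of single replicates reaches that level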; note: values of inactives mirror those of a sister screen read the other way
PDI turbidity: blocks human protein disulfide isomerase activity; P07237; PDI insulin aggregation turbidity, A650, 90 min; inhibition, % at 10 µM; 0.052% of 350,000 active;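 active = mean inhibition across replicates of 30% or more, whatever share of single replicates reach that level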;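 note: absorbance from insulin aggregation driven by PDI reduction with DTT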
Target sequence (P07237 whole entry, looked up): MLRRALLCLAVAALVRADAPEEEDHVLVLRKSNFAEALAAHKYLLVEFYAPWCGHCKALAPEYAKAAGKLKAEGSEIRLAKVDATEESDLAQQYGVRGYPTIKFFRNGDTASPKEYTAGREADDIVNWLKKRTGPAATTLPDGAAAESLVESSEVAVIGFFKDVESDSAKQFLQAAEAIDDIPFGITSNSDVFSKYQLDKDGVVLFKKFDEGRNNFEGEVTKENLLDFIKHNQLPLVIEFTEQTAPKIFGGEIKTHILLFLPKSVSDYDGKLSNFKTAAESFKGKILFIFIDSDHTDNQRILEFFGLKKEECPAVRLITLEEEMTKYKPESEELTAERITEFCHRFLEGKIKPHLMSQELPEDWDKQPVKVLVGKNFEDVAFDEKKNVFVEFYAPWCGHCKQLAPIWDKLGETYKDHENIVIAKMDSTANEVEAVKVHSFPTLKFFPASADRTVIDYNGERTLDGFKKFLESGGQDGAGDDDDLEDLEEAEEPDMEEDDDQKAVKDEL
Vif inh: HIV Vif inhibition; HEK293T cells, Vif self-association by quenched fluorescence, imaging, 24 h; inhibition, % at 7.49 µM; 0.35% of 340,000 active; in the data active = inhibition above about 50%, passing the limit was not always enough; note: some results filed as inactive read as strong as hits
HIF-2a block: inhibitors of HIF-2a. 0.72% of 360,000 active. 786-0 RCC cells HIF-2a reporter, luciferase luminescence, overnight. inhibition, % at 18.8 µM. AID 624352;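 active = inhibition of the luminescence signal of 40% or more relative to plate controls, in a single-dose primary screen at 18.75 µM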
Peg3 promoter: reduces Peg3 promoter-driven luciferase expression in HeLa; inhibition, % at 20 µM; HeLa PEG-Prom luciferase reporter, luminescence, overnight; AID 588405; 1.7% of 360,000 active;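 active = inhibition of at least 50% at 20 µM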
NR2E3 ag-2: agonists of human NR2E3 nuclear receptor | Q9Y5X4 | CHO-S Gal4-NCOR/VP16-NR2E3 two-hybrid, luciferase | inhibition of corepressor binding, % at 3.98 µM | 0.35% of 360,000 active | AID 602229;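 active = inhibition above the mean of all tested compounds plus 3 SD, cut at about 70% in these data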;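 note: 0% = DMSO with NR2E3 transfected cells and 100% = cells lacking NR2E3 construct; higher means lower luciferase signal from less NR2E3 corepressor binding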
aDG glyco act: increases alpha dystroglycan glycosylation; Pro5-aDG cells, alpha-DG glycosylation AlphaScreen (IIH6); 0% Pro5, 100% B10-LARGE cell signal; activation, % at 10 µM; 0.22% of 360,000 active;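 active = activation of at least 8% versus controls, or a plate z-score of at least 8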;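 note: Pro5 are CHO cells carrying HIG-tagged alpha-DG that lacks glycosylation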
Numbers without * were called inactive; . = not tested or not shown.

SMILES	NR2E3 ag-1	hiPSC survival	Exocytosis inh	CaV13 ICDI inh	MITF TRPM1 inh	PDI turbidity	Vif inh	HIF-2a block	Peg3 promoter	NR2E3 ag-2	aDG glyco act
COC(=O)C1=C(C)OC(N)=C(C#N)C1c1c(C)nn(C)c1C (stereo unspecified)	-1	-0.7	-2	-1	19	1	7	24	4	-8	-0.2
C[C@@H](O)CC#Cc1ccc2oc(=O)c(-n3cc(-c4ccsc4)nn3)cc2c1	2	-3.0	31	-9	-4	-4	.	-2	-17	-21	-0.2
Cc1ccc(NC(=O)CSc2nnc(NC(=O)c3ccco3)s2)cc1	4	-2.2	-3	-20	-5	-3	5	-116	-90	14	-0.4
CCC(C)C(=O)Nc1ccc(OC)cc1OC (stereo unspecified)	3	-0.7	-1	-8	-1	-3	1	-1	14	-10	-0.2
COC(=O)c1c(-c2ccc(Br)cc2)noc1N	1	3.6	0	-6	-17	-3	2	-37	-80	-19	-0.1
Cc1cc(NC(=O)CN2C(=O)[C@@H]3[C@H](C2=O)[C@@H]2C[C@H]3C(Br)C2Br)no1 (stereo partly specified)	5	-0.2	3	-2	-8	4	37	19	8	7	0.0
COc1ccc(CCC(C)Nc2cccc(C)c2)cc1 (stereo unspecified)	0	-0.2	2	-8	-6	-6	-9	8	-12	-22	0.0
COc1ccc(S(=O)(=O)N2CCOCC2)cc1NS(=O)(=O)c1ccc(F)c(F)c1	.	-0.5	-5	-3	6	-15	-2	6	-29	-6	0.1
CCN(CC)C(=O)C1=C(C)N(Cc2ccc(C(C)(C)C)cc2)C(=O)C(CC(=O)NCc2cccs2)C1 (stereo unspecified)	.	6.5	-2	-5	.	19	5	-26	6	9	0.4
CC(C)COc1cccc(C(=O)NC(=S)NCc2cccnc2)c1	2	-0.3	-2	-18	4	-8	-4	17	13	14	0.1
COc1cccc(-c2cc(CNC(=O)[C@H]3O[C@@H](n4ccc(=O)[nH]c4=O)[C@H](O)[C@@H]3O)no2)c1	.	1.9	-2	-3	.	.	.	10	11	-6	2.2
COc1ccc2nc(NC(=O)c3ccc(-n4nc(C)cc4C)cc3)sc2c1	2	2.2	0	.	1	-12	-1	-22	4	2	0.1
CC1(C)CC(=O)C2=C(C1)Nc1ccccc1NC2c1cc(Cl)ccc1O (stereo unspecified)	2	-0.6	-6	-5	1	2	-3	-4	14	-9	0.1
COCCCNC(=O)CSc1nc2sc(C(=O)OC)c(C)c2c(=O)n1N	1	-0.7	-1	3	-5	0	-5	8	-15	-8	-0.1
CCC(CC)C(=O)c1c[nH]c(C(=O)O)c1	1	1.8	3	-5	-6	-6	-3	4	4	-5	0.0
CCC(C)OC(=O)C(C)Oc1ccc(-c2ccccc2)cc1 (stereo unspecified)	-2	0.7	2	-5	-4	-7	.	-39	-7	-9	-0.1
Cc1ccc(NC(=O)C(c2ccccc2)N2CCN(CC(=O)NC3CC3)CC2)cc1Cl (stereo unspecified)	0	-0.4	-1	-5	-11	1	8	-33	-15	5	0.1
CCOC(=O)C1(Cc2cccc(OC)c2)CCN(C/C=C/c2ccccc2)CC1	3	-2.6	64*	-6	-7	-2	-5	12	-7	-1	0.7
Cc1cccc(-c2oc3ccccc3c2C#CCCCCO)c1	2	-0.5	0	-5	-19	4	0	-9	3	-7	0.2
N#Cc1cccc(Oc2ccc(-c3cnc4ccccc4n3)cc2)c1C#N	0	-0.4	-2	-5	-11	-1	-20	-30	-21	-1	0.1
Cc1ccc(C)c(C(C)NC(=O)c2ccncc2)c1 (stereo unspecified)	2	-0.3	-8	-5	-8	-1	4	26	-2	-6	0.1
Cc1nnc(SCCn2c(N3CCCCC3)nc3c2c(=O)[nH]c(=O)n3C)s1	-2	4.3	0	-4	-11	0	.	11	2	-6	0.0
COc1ccc2oc(C(=O)N3CCN(S(=O)(=O)c4c(C)c(C)cc(C)c4C)CC3)c(C)c2c1	.	-0.7	-2	-6	.	13	5	2	10	-20	0.2
Cc1ccccc1OC1CCN(C(=O)c2cc(COc3ccccc3)on2)CC1	2	2.9	-1	-7	-16	8	-11	-68	-18	-3	0.2
CCOC(=O)Cn1c(=O)oc2cc(S(=O)(=O)NC(C)c3ccccc3)ccc21 (stereo unspecified)	2	-3.0	12	-5	6	9	-2	9	17	-13	0.0
O=C(NCCCNC(=O)c1cccs1)c1cccs1	1	1.7	0	0	1	15	5	-5	-19	-8	-0.3
O=C(O)c1cc(Cl)n[nH]c1=O	.	-0.3	-6	-8	.	.	0	0	0	7	0.2
COCCCNC(=S)NNC(=O)c1cccnc1	-2	-1.2	-1	-6	-2	13	4	19	4	-22	0.1
CCCS(=O)(=O)NC(=O)C1(C)CCCN(C(=O)c2c(F)ccc(C)c2F)C1 (stereo unspecified)	.	5.8	-3	-5	.	8	5	2	2	-27	-0.2
Cc1ccccc1CC1(CO)CCCN(C(=O)c2ccccc2Cl)C1 (stereo unspecified)	2	-2.0	-3	-1	1	-4	-23	-5	4	-15	0.7
CN1C(=O)CCC2(c3ccccc3)CC=C(O)C=C12 (stereo unspecified)	.	-2.5	4	-5	-11	-3	8	1	2	6	0.2
CC1=C(C(=O)N(C(C)C)C(C)C)CC(CC(=O)NCc2cccs2)C(=O)N1Cc1ccc(F)cc1 (stereo unspecified)	.	-1.5	-10	-4	.	.	.	-8	8	34	0.3
Clc1cccc(CNCCCSc2ncccn2)c1Cl	2	0.1	0	-2	5	-1	2	3	-16	-41	0.1
O=C(Nc1ccc(NS(=O)(=O)c2ccccc2)cc1)c1ccccc1	-3	-0.1	7	-3	-7	-5	-3	-19	3	-4	-0.1
CCCCn1c(SCC(=O)N2c3ccccc3CCc3ccccc32)nc2c1c(=O)n(C)c(=O)n2C	2	-1.7	7	.	7	6	-4	21	29	8	0.8
CC1(C)S[C@@H]2[C@H](NC(=O)C(C(=O)O)c3ccccc3)C(=O)N2[C@H]1C(=O)O (stereo partly specified)	.	6.1	-4	.	-7	8	-6	5	-23	-10	0.6
Cc1ccc(N(CC(=O)NC2CCCC2)C(=O)CCC(=O)Nc2nc(C)cs2)cc1	5	0.1	5	-3	.	-7	-6	12	-2	-3	0.0
O=C(NCc1ccc2c(c1)OCO2)c1nnc(Cc2ccc(Cl)cc2)o1	4	-0.5	-3	-11	-2	.	-4	0	-2	-16	-0.2
CCC1CN(C(=O)Nc2ccc(C)cc2)c2cc(C)ccc2O1 (stereo unspecified)	-2	-2.6	0	-4	6	2	19	-6	-3	1	0.0
CCCN(CCC)CCCNC(=O)Cn1cnc2sc(C)c(S(=O)(=O)N3CCOCC3)c2c1=O	1	-0.4	-4	-2	-7	-4	11	7	10	-36	0.0
COC(=O)C1CCCN1C(=O)COc1ccc(Br)cc1Cl (stereo unspecified)	7	-2.1	14	-3	9	-3	-5	14	5	7	-0.1
CNC(=S)NC1CC2CCCC(C1)N2Cc1ccco1 (stereo unspecified)	1	-0.7	4	-9	-10	-2	6	-3	16	15	0.0
COCCOCCn1c(/C=C/c2ccccc2)nc2ccccc21	-1	-2.0	1	-9	-85	-6	0	-262	-269	-114	-0.1
CCOC(=O)/C=C/C(=O)OCC(=O)NC(c1ccccc1)c1ccccc1	-2	-3.1	0	-5	9	16	0	35	66*	-6	0.2
CCOC(=O)C1CCN(C(=O)COC(=O)c2cc([N+](=O)[O-])ccc2N2CCOCC2)CC1	1	1.0	0	-6	4	2	12	4	4	7	0.2
CN(C)c1ccc(CNC(=O)CCNS(=O)(=O)c2cc(Br)cnc2N)cc1	3	0.1	-2	.	-5	-10	20	15	4	-9	-0.2
COCCn1c(SCC(=O)c2cc(C)n(C)c2C)nc2ccccc2c1=O	1	-0.6	-1	-2	-31	11	-12	-154	-89	-25	-0.1
COc1ccc(/C=C2\SC(=S)N(CCC(=O)N3CCOCC3)C2=O)cc1	1	-0.1	-2	-5	-6	-25	3	-23	-20	-11	1.1

2 of the compounds above, with each value named:
Molecule: CCOC(=O)/C=C/C(=O)OCC(=O)NC(c1ccccc1)c1ccccc1
  NR2E3 ag-1: -2
  hiPSC survival: -3.1
  Exocytosis inh: 0
  CaV13 ICDI inh: -5
  MITF TRPM1 inh: 9
  PDI turbidity: 16
  Vif inh: 0
  HIF-2a block: 35
  Peg3 promoter: 66*
  NR2E3 ag-2: -6
  aDG glyco act: 0.2

Molecule: CCCN(CCC)CCCNC(=O)Cn1cnc2sc(C)c(S(=O)(=O)N3CCOCC3)c2c1=O
  NR2E3 ag-1: 1
  hiPSC survival: -0.4
  Exocytosis inh: -4
  CaV13 ICDI inh: -2
  MITF TRPM1 inh: -7
  PDI turbidity: -4
  Vif inh: 11
  HIF-2a block: 7
  Peg3 promoter: 10
  NR2E3 ag-2: -36
  aDG glyco act: 0.0

Next section:
SMILES	NR2E3 ag-1	hiPSC survival	Exocytosis inh	CaV13 ICDI inh	MITF TRPM1 inh	PDI turbidity	Vif inh	HIF-2a block	Peg3 promoter	NR2E3 ag-2	aDG glyco act
COc1ccc(CNC(=O)COC(=O)c2ccc(C(=O)c3ccccc3)cc2)cc1	.	-0.1	0	-5	3	5	-9	9	-11	15	-0.2
O=c1nc(SCc2c(F)cccc2Cl)nc(-c2ccc(Cl)cc2)[nH]1	0	0.7	-5	-5	-7	-3	10	24	18	8	0.1
Cc1ccc(S(=O)(=O)NC(=O)c2ccccc2)cc1C(C)C	1	-2.5	2	-4	3	10	-2	9	9	-19	0.2
CCOc1ncccc1C(=O)OCc1cc(=O)oc2c(C)c(C)ccc12	.	1.2	-2	.	-15	-1	5	-2	-5	-17	0.1
CCN1C(=O)NC(c2ccccc2)(c2ccccc2)C1=O	0	1.1	-2	-4	-5	-5	-13	19	21	-31	0.0
Cc1ccc(C(=O)NCCSc2ccccc2)cc1S(=O)(=O)Nc1ccccc1	-4	-0.2	13	-4	0	-1	-10	-1	14	11	0.1
CCOC(=O)c1c(C)[nH]c(C)c1C(=O)COC(=O)[C@@H](NC(=O)c1ccco1)C(C)C	.	0.7	-14	-11	12	6	10	5	-4	7	-0.1
CC(=O)N1CCc2cc(NS(=O)(=O)c3cccs3)ccc21	1	1.6	-2	-6	-23	-3	13	-3	-11	25	0.1
COc1ccc(CN(Cc2ccc(C(=O)O)cc2)C(=S)Nc2ccccc2F)cc1OC	0	0.3	-2	-9	5	-1	3	10	3	4	-0.3
COC(=O)c1ccc(-c2noc(CN(C)Cc3ccncc3C)n2)cc1	-3	3.0	0	-4	11	4	-4	11	-1	13	-0.4
O=C(COc1cccnc1[N+](=O)[O-])N1CCN(S(=O)(=O)c2ccc3ccccc3c2)CC1	-1	-2.2	-2	-4	-23	-2	.	19	19	13	-0.1
O=C(COC(=O)c1cnccn1)c1ccc(-c2ccccc2)cc1	-2	0.4	2	-6	-8	16	-3	-6	-8	-24	0.2
O=C(Nc1cccs1)Nc1ccc(Br)cc1F	1	0.7	-1	-5	-24	-1	-11	-245	-263	-68	1.1
COc1cc(OC)c2c(c1O)OC(c1ccccc1)CC2=O (stereo unspecified)	1	-0.2	0	.	.	.	-9	5	-9	-10	-0.4

Screening data from PubChem.
